# From PubChem
# sEH inhibitor – blocks human soluble epoxide hydrolase activity; P34913; recombinant human sEH enzymatic activity assay; inhibition, % at 2 µM; actives 0.34% (n = 91,000); AID 707; in the data active means inhibition above about 80%; further: values of inactives mirror those of a sister screen read the other way; many of its hits are not listed in these tables
# Target sequence (P34913 whole entry, looked up): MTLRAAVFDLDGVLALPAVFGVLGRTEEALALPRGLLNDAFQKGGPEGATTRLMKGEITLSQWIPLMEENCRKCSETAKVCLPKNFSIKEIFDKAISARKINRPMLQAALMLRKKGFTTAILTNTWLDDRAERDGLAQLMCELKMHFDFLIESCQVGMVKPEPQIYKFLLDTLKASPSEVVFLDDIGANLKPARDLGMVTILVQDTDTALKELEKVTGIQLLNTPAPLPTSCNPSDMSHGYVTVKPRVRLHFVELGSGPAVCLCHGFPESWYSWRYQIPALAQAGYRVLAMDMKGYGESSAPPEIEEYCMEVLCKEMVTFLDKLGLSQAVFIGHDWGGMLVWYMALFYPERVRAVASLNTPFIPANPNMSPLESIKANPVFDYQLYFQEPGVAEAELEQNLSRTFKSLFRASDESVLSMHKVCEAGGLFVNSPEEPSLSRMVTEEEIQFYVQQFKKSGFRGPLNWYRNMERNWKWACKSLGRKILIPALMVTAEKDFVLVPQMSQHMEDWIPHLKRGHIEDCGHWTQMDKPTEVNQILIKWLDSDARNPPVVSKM
# PLAP act – activates human placental alkaline phosphatase; purified PLAP enzyme, luminescent substrate read-out; hits give high values; activation fold at 20 µM; actives 1.2% (n = 96,000); in the data active means activation fold above about 2
# Target sequence (P05187 whole entry, looked up): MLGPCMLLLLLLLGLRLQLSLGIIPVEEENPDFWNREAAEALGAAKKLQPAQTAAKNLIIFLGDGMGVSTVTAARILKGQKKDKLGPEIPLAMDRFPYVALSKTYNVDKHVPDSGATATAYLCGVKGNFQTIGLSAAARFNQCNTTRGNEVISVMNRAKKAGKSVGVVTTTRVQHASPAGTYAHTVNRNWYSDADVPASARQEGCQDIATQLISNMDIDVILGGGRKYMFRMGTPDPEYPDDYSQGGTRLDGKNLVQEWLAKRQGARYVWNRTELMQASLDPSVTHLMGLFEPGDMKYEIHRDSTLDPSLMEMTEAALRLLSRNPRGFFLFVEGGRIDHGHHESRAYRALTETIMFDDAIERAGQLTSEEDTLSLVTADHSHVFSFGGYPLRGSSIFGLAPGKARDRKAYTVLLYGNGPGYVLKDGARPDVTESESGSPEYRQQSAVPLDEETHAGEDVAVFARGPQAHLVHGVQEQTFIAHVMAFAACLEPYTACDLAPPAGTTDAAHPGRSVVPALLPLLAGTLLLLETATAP
# PostGolgi yeast – growth inhibition of a yeast mutant, post-Golgi transport screen; post-Golgi transport phenotypic cell assay; inhibition, % at 10 µM; actives 0.9% (n = 98,000);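 further: yeast cells grown in 1536-well plates; yeast grown about 18 h at 30C before absorbance read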
# sEH activator – increases human soluble epoxide hydrolase activity; purified human sEH enzymatic activity, activator screen; activation, % at 2 µM; actives 0.04% (n = 91,000); AID 717; P34913; in the data active means activation above about 37%; further: values of inactives mirror those of a sister screen read the other way
# Mac1 fbg inh – blocks human CD11b/CD18 adhesion to fibrinogen; P05107+P11215; K562 CD11b/CD18 adhesion to fibrinogen, ATPlite luminescence; Mn2+ added to activate the integrin; inhibition, % at 10 µM; actives 0.54% (n = 93,000); AID 1497;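 active means primary inhibition of 50% or more at 10 µM, then 40% or more on retest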; further: some results filed as inactive read as strong as hits
# PostGolgi ctrl – growth of the yeast control strain, post-Golgi counter-screen; efflux-deficient yeast background strain, growth absorbance A615, 16 h; AID 738; actives 5% (n = 98,000); inhibition, % at 10 µM
# S1P2 agonist – activates the human S1P2 receptor. O95136. activation, % at 4.5 µM. actives 0.46% (n = 97,000). S1P2-expressing cell line, agonist reporter read-out. AID 729; in the data active means activation above about 16%;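 further: 0% = vehicle low control and 100% = maximal reference agonist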
# E coli WT exp – growth inhibitors of E. coli BW25113 wild type | OD600 absorbance | growth inhibition, % at 100 µM | actives 0.15% (n = 98,000) | AID 710;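 active means growth inhibition above about 50% at one test dose, limit read from the data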;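 further: growth measured after 20 h incubation at 37 °C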
# S1P2 antag – blocks the human S1P2 receptor; cell-based S1P2 antagonist assay, inhibition at 5 uM; actives 0.21% (n = 97,000); inhibition, % at 5 µM; AID 736; in the data active means inhibition above about 45%;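 further: CRE beta-lactamase reporter cells expressing human S1P2 stimulated with S1P; 0% = agonist at EC80 alone and 100% = agonist plus reference antagonist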
# * marks the source's active call; other numbers are inactive results; / = not tested or not shown. Unless noted, no stated cut-off is given here; in the data, active means inhibition above about 30%; inactive means the rest. Not a hit list; any-hit rate near 7.1%.
# The first 14 entries (preview)
SMILES,sEH inhibitor,PLAP act,PostGolgi yeast,sEH activator,Mac1 fbg inh,PostGolgi ctrl,S1P2 agonist,E coli WT exp,S1P2 antag
N#C[C@@H]1[C@@H]2C(=O)N(c3ccc4c(c3)OCCO4)C(=O)[C@@H]2C2c3ccccc3C=CN21 (stereo partly drawn),-28,/,6,25,/,10,-9,0,16
Cc1cccc(CN2CCN(CC(=O)N3CCCC3)C2=O)c1,-14,0.9,-1,9,-41,-4,-4,4,-8
CC(=O)c1cccc(NC(=O)C2CCN(S(=O)(=O)c3cccs3)CC2)c1,25,0.8,0,-27,7,-4,-5,7,-2
Cc1ccc(NC2=NC(c3ccccc3)n3c(nc(C)cc3=O)N2)cc1 (stereo not drawn),-2,1.6,5,6,-6,15,-3,5,13
CN(C)C(CNC(=O)c1cccc(S(=O)(=O)N2CC3(C)CC2CC(C)(C)C3)c1)c1ccco1 (stereo not drawn),/,1.6,-2,/,-3,10,/,9,/
Fc1ccc(CNc2nc(-c3ccco3)cc(C(F)(F)F)n2)cc1,7,1,10,-8,2,7,-2,14,-2
C=CCN1C(c2ccccc2)=CS/C1=C(\C#N)c1nnc2n1CCCCC2,/,1.6,3,/,0,15,/,0,/
Cc1cc(O)c(/C=N/c2ccccn2)c(=O)o1,/,1,16,/,-11,-7,/,-2,/
N#Cc1c(/N=C/c2ccco2)oc(-c2ccccc2)c1-c1ccccc1,5,0.9,-5,-6,5,28,-4,-4,12
CCNC(=O)CC1C(=O)N(c2ccccc2)C(=O)N1CCc1ccc(OC)cc1 (stereo not drawn),-3,1,3,2,6,14,-4,-4,-8
CCCc1nnc(NC(=O)c2cccc(OC)c2)s1,-4,1.1,10,4,4,5,-3,3,17
Cc1cccc(-n2c(N)cc(=O)[nH]c2=S)c1,5,1.1,2,-5,-2,9,-8,11,0
COc1cc2c(cc1OC)C(CC#N)=NC(C)(C)C2,-19,1.2,7,14,-23,11,18*,1,-46
CC(Cc1ccccc1)NC(=O)C1(c2ccccc2)CCOCC1 (stereo not drawn),-25,0.8,0,22,-2,4,-1,-1,-5

# All compounds of this part, previewed entries included:
SMILES,sEH inhibitor,PLAP act,PostGolgi yeast,sEH activator,Mac1 fbg inh,PostGolgi ctrl,S1P2 agonist,E coli WT exp,S1P2 antag
N#C[C@@H]1[C@@H]2C(=O)N(c3ccc4c(c3)OCCO4)C(=O)[C@@H]2C2c3ccccc3C=CN21 (stereo partly drawn),-28,/,6,25,/,10,-9,0,16
Cc1cccc(CN2CCN(CC(=O)N3CCCC3)C2=O)c1,-14,0.9,-1,9,-41,-4,-4,4,-8
CC(=O)c1cccc(NC(=O)C2CCN(S(=O)(=O)c3cccs3)CC2)c1,25,0.8,0,-27,7,-4,-5,7,-2
Cc1ccc(NC2=NC(c3ccccc3)n3c(nc(C)cc3=O)N2)cc1 (stereo not drawn),-2,1.6,5,6,-6,15,-3,5,13
CN(C)C(CNC(=O)c1cccc(S(=O)(=O)N2CC3(C)CC2CC(C)(C)C3)c1)c1ccco1 (stereo not drawn),/,1.6,-2,/,-3,10,/,9,/
Fc1ccc(CNc2nc(-c3ccco3)cc(C(F)(F)F)n2)cc1,7,1,10,-8,2,7,-2,14,-2
C=CCN1C(c2ccccc2)=CS/C1=C(\C#N)c1nnc2n1CCCCC2,/,1.6,3,/,0,15,/,0,/
Cc1cc(O)c(/C=N/c2ccccn2)c(=O)o1,/,1,16,/,-11,-7,/,-2,/
N#Cc1c(/N=C/c2ccco2)oc(-c2ccccc2)c1-c1ccccc1,5,0.9,-5,-6,5,28,-4,-4,12
CCNC(=O)CC1C(=O)N(c2ccccc2)C(=O)N1CCc1ccc(OC)cc1 (stereo not drawn),-3,1,3,2,6,14,-4,-4,-8
CCCc1nnc(NC(=O)c2cccc(OC)c2)s1,-4,1.1,10,4,4,5,-3,3,17
Cc1cccc(-n2c(N)cc(=O)[nH]c2=S)c1,5,1.1,2,-5,-2,9,-8,11,0
COc1cc2c(cc1OC)C(CC#N)=NC(C)(C)C2,-19,1.2,7,14,-23,11,18*,1,-46
CC(Cc1ccccc1)NC(=O)C1(c2ccccc2)CCOCC1 (stereo not drawn),-25,0.8,0,22,-2,4,-1,-1,-5
COc1ccc(C)cc1NC(=O)CSc1nnc(CC(=O)Nc2ccccc2C)n1C,-4,1.6,-2,1,-8,15,-3,6,-1
CCOc1cc(NC(=O)C2CC2)c(OCC)cc1NC(=O)c1ccccn1,-5,1,7,4,7,10,-4,-12,1
O=S(=O)(c1cccc(-c2nnc(SCc3ccc(Cl)cc3)o2)c1)N1CCCCC1,-4,0.9,-1,4,-5,13,-5,-13,18
Cc1ccc(-n2nc3c(c2NC(=O)c2cccs2)CSC3)cc1,-9,1.2,11,9,-12,-6,-7,-3,27
Cc1ccc(-c2cc(C(=O)NCc3ccco3)c3ccccc3n2)s1,-7,1,4,10,7,-3,-5,8,-5
C=C(C)COc1ccc(-c2[nH]ncc2Oc2ccccc2OC)c(O)c1,-4,2*,12,2,39,10,-5,17,-1
COC(=O)Cc1c(C)c2ccc(OCc3nn[nH]n3)cc2oc1=O,5,0.9,17,-3,-16,0,-6,8,-12
Fc1ccc(-c2nnc3sc(C4COc5ccccc5O4)nn23)cc1 (stereo not drawn),-2,1.5,-3,2,-4,24,-3,-11,-2
CCOC(=O)c1c(C)nc2ccccc2c1C,-9,1.1,-1,7,1,5,-3,2,-13
CCc1nnc(NS(=O)(=O)c2ccc(NC(=O)OC)cc2)s1,-17,1.2,-8,16,-2,8,-2,-6,-9
CSc1nnc(-c2cnccn2)n1Cc1ccccc1,-13,1,-3,14,-26,16,-3,8,0
SMILES,sEH inhibitor,PLAP act,PostGolgi yeast,sEH activator,Mac1 fbg inh,PostGolgi ctrl,S1P2 agonist,E coli WT exp,S1P2 antag
Cc1cc(NC(=O)CCC(=O)N(c2ccccc2)C(C(=O)NC2CCCC2)c2cccs2)no1 (stereo not drawn),-14,1.2,-7,16,4,15,-12,-7,13
c1cc2nncn2nc1N1CCCC1,-14,1,-11,10,4,-6,-5,8,15
Cn1c(Cc2ccccc2)nnc1SCC(=O)N1CCOCC1,-6,1.2,1,5,6,-5,-2,-2,18
O=C(NCCc1ccccc1)C(=O)NCC1(c2ccccc2)CCCC1,-1,0.8,20,4,/,18,-5,-19,1
COc1ccccc1NC(=O)Cn1nc(C(F)(F)F)c2c1CCCC2,/,1.2,-17,/,8,13,-8,-2,13
Cn1c(=O)c2c(nc(Br)n2CCSc2ncccn2)n(C)c1=O,13,1.1,4,-11,-2,8,-6,1,-7
CCOC(=O)c1c(C)n(CCO)c2ccc(O)cc12,-5,1,-1,10,-1,3,-6,-1,-10
O=C(N1CCOCC1)N1CCN(S(=O)(=O)c2ccccc2)C1,5,1,-8,-4,-5,3,-8,7,9
CCOc1ccc(N2C(=O)CC(N)C2=O)cc1 (stereo not drawn),-11,/,11,11,/,9,-1,3,-5
COC(=O)c1c(N)c2ccccc2[nH]c1=O,/,0.9,10,/,-7,-2,/,12,/
Cc1cc(C)n(-c2cc(C(C)(C)C)nc3c(-c4ccc(Cl)cc4)cnn23)n1,-3,1.2,1,6,/,16,-6,-17,7
CCCOc1ccc(C(CC(=O)O)NC(=O)c2cccs2)cc1 (stereo not drawn),-2,1.1,2,0,25,-6,-4,-8,-11
CN1CCN(NC(=O)c2cc([N+](=O)[O-])cc([N+](=O)[O-])c2)CC1,-1,1,-7,2,22,9,-10,3,1
CCN(CC)c1ccc(NC(=O)CN2CCN(c3nc(C)cc(C)n3)CC2)cc1,/,1.4,19,/,-2,26,/,7,/
COc1ccccc1C(=O)Nc1ccccc1C(=O)N1CCCC1,-3,0.7,-6,2,-24,-3,-2,0,17
O=C(NCc1ccccn1)c1n[nH]c2ccccc12,/,1.6,-7,/,7,-1,-7,10,6
O=C(O)C1C2C=CC(C2)C1C(=O)N1CCc2ccccc21 (stereo not drawn),5,1.1,5,-7,/,1,-6,11,5
CC(=O)Nc1ccc(Oc2ncccn2)c(Cl)c1,5,0.9,0,-6,-5,16,-6,5,-4
CCCCn1c(/N=C/c2cc(OC)ccc2O)nc2ccccc21,0,0.8,14,2,4,3,-5,24,8
O=C1CCCC2=C1C1(O)C(=O)c3ccccc3C1(O)O2 (stereo not drawn),3,1,-25,-2,-5,1,-8,0,19
CCOC(=O)c1cc2sccc2n1CC(=O)N1CCN(C(=O)c2ccco2)CC1,/,1.5,-8,/,-1,-4,-6,-1,16
Cc1csc(N/N=C/c2ccc(O)c([N+](=O)[O-])c2)n1,-14,0.8,3,10,28,11,-3,-9,-11
C[N+]1(CCOS(=O)C23CC4CC(CC(C4)C2)C3)CCOCC1 (stereo not drawn),-2,0.8,0,3,-10,-4,-3,-2,-17
Cc1cccc2cc(C#N)c(SCC(=O)NCC3CCCO3)nc12 (stereo not drawn),28,/,/,-24,/,/,-4,/,-5
CCN(CC)c1ccc(C2C(C(=O)OCCOC)=C(C)NC3=C2C(=O)CCC3)cc1 (stereo not drawn),-9,1.4,-13,6,-11,6,-9,3,-10
SMILES,sEH inhibitor,PLAP act,PostGolgi yeast,sEH activator,Mac1 fbg inh,PostGolgi ctrl,S1P2 agonist,E coli WT exp,S1P2 antag
COc1ccc(S(=O)(=O)N2CCCC2C(=O)Nc2ccc(C(C)=O)cc2)cc1 (stereo not drawn),/,1.3,-4,/,-2,21,/,-6,/
CC1(C)CC(=O)C2=C(C1)NC(=O)CC2c1ccc(F)cc1 (stereo not drawn),-11,1,0,11,-1,-5,-2,-2,-7
CC(NC(=O)CCC(=O)NC(C)C1COc2ccccc2O1)C1COc2ccccc2O1 (stereo not drawn),-4,1.1,-4,4,-19,0,-4,-10,30
COc1ccc(-c2cc(-c3cccs3)c(C#N)c(SCC(=O)NCc3ccccc3)n2)cc1,/,0.9,-2,/,/,8,-10,-1,11
Cc1ccc(NC(=O)c2ccc(-n3cccn3)c([N+](=O)[O-])c2)cc1C,-7,1,-1,5,-14,2,2,-17,11
COc1ccc(C(=O)N2CC3(C)CC2CC(C)(C)C3)cc1 (stereo not drawn),-17,1.2,14,16,6,-7,-1,3,-14
O=C(CN1/C(=C(/O)c2ccccc2)C(=O)c2ccccc2S1(=O)=O)c1ccccc1,2,1.3,-13,-8,-4,9,-5,8,0
CCOC(=O)c1c(C)n(C)c2ccc(OCC(O)Cn3c(C)nc4ccccc43)cc12 (stereo not drawn),12,1.5,-12,-10,16,-1,5,0,-29
Cc1onc(-c2ccccc2)c1C(=O)N1CCN(CCc2ccccc2)CC1,12,1.6,0,-15,8,17,-5,-1,9
Cn1c(=O)c2c(nc(Br)n2CCc2ccccc2)n(C)c1=O,-12,1,-6,10,-8,15,-6,-1,12
COc1ccc(C(C(=O)NC2CCCCC2)N(Cc2cccs2)C(=O)Cc2c[nH]c3ccccc23)cc1 (stereo not drawn),4,1.3,-6,-2,/,10,-5,-14,-4
O=C(O/N=C\c1ccc(N2CCCCC2)c([N+](=O)[O-])c1)c1ccc(Cl)cc1Cl,2,1,-2,1,/,14,-6,-2,8
CC(Sc1nc2ccccc2s1)C(=O)Nc1nnc(C(C)C)s1 (stereo not drawn),-39,1.3,-9,37*,17,13,0,-8,-2
Cc1cc2c(c(=O)o1)C(Cc1ccccc1)C(C#N)=C(N)O2 (stereo not drawn),4,0.9,0,-3,-27,9,-5,4,0
Cc1cc(NCCCn2ccnc2)n2ncc(-c3ccc(Cl)cc3)c2n1,-5,1.4,7,8,/,47*,7,29,-21
COc1ccc(C(=O)NCC(c2ccc(F)cc2)N2CCOCC2)cc1S(=O)(=O)N1CCCC1 (stereo not drawn),12,1.3,-3,-11,/,3,-1,9,-5
Cc1nnc(SCC(=O)NC(=O)NCc2ccco2)n1Cc1ccccc1,-1,1.5,-1,4,-12,16,0,1,1
Cc1ccc(-c2nc(C)sc2CC(=O)NCc2ccco2)cc1,-1,1.3,-7,3,1,-2,0,2,17
CCc1ccc(C2=Nn3c(nnc3-c3cccs3)SC2)cc1,26,1,-1,-27,-10,13,-6,4,11
Cc1ccc(C)c(N2CCN(C(=O)CCn3c(=S)[nH]c4cc5c(cc4c3=O)OCO5)CC2)c1,4,1.6,0,-1,3,8,-4,-10,-11
CSc1[nH]c(=O)c(C(=O)O)cc1C#N,6,1.1,6,-6,-2,10,-1,-4,-2
CCCCOc1ccc(-c2ncc(C(=O)O)c(C)n2)cc1,10,1.1,44*,-9,-24,4,-2,-5,1
O=C(CSc1ncnc2c1nnn2-c1ccc(F)cc1)N1CCN(c2ccccc2)CC1,-1,/,/,-3,/,/,-6,/,7
